Compound activity as filed in PubChem BioAssay.
Vif-A3G inh: qHTS for Inhibitors of Vif-A3G Interactions: qHTS | 0.076% of 410,000 active | Potency, µM (highest dose often 46.1 µM), inactives show at the highest dose activity, negative = active, hits mostly inhibitors | HeLa A3G-eYFP + Vif (tagged APOBEC3G with the HIV-1 protein that degrades it), YFP fluorescence, overnight | DNA dC->dU-editing enzyme APOBEC-3G (Homo sapiens), Q9HC16;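 note: potency is the fitted concentration of half-maximal effect; % is set by controls: 0 for no effect and ±100 for the full control effect; nearly all actives have a fitted effect of over 60% in size; hits raise eYFP signal because A3G escapes Vif-driven loss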
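Read-out is eYFP fluorescence (Ex 488/Em 500-530) from Vif-expressing HeLa A3G-eYFP cells; more signal means A3G escaped Vif-mediated degradation. Cells plated overnight, compound pinned in, incubated overnight at 37 deg C.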
rTrxR1 inhibitor: qHTS Assay for Inhibitors of Mammalian Selenoprotein Thioredoxin Reductase 1 (TrxR1): qHTS. recombinant rTrxR1, NADPH fluorescence consumption, selenite substrate. AID 588453, 2011. Thioredoxin reductase 1, cytoplasmic (Rattus norvegicus), O89049. 1% of 390,000 active. Potency, µM (top dose mostly 114 µM), for the others: top-dose activity change, negative = inhibition, actives largely listed as inhibitors; note: potency is the fitted concentration of half-maximal effect; % is set by controls: 0 for no effect and ±100 for the full control effect; nearly all actives have a fitted effect of over 65% in size
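Rat TrxR1 (90 nM in the dispensed reagent) was pre-reduced with 400 uM NADPH for 5 min at room temperature, then incubated with compound for 15 min. After 400 uM selenite was added, NADPH fluorescence (Ex 340/Em 450 nm) was followed for 8 min.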
Vif-A3F inh: qHTS for Inhibitors of Vif-A3F Interactions: qHTS. HeLa A3F-eYFP + Vif (tagged APOBEC3F with the HIV-1 protein that degrades it), YFP fluorescence increase. Potency, µM (titrated, usually from 46.1 µM), inactives show top-dose activity, negative = active. 0.2% of 390,000 active; note: potency is the fitted concentration of half-maximal effect; % of control where 0% means no effect; nearly all actives have a fitted effect of over 65% in size
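HeLa cells stably expressing Vif plus C-terminally eYFP-tagged A3F were seeded, incubated overnight at 37 deg C, dosed with compound, incubated overnight again at 37 deg C. Yellow fluorescence (Ex 488/Em 500-530) reported blocked Vif-mediated A3F-eYFP degradation.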
LDHA inh: qHTS assay for inhibitors of human lactate dehydrogenase | activity change, % (values are at about 110 or 230 µM) | purified LDHA, NADH/diaphorase-resazurin fluorescence; hits give low values | AID 1347041, 2019 | L-lactate dehydrogenase A chain (Homo sapiens), P00338 | 0.15% of 480,000 active; in the data active = activity change below about -30%; inconclusive = mostly about -25% to -30%;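 note: plate controls were DMSO wells for no effect and wells without enzyme for full effect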
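Enzyme activity of human lactate dehydrogenase 5 (2 nM; 0.06 mM NADH, 0.2 mM pyruvate, 5 min, RT) is measured via a resazurin/diaphorase fluorescence readout of residual NADH.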
TrxR1 substrate: qHTS Assay for Substrates of Mammalian Selenoprotein Thioredoxin Reductase 1 (TrxR1): qHTS; Potency, µM (titrated, usually from 114 µM), for the others: at the top dose activity change, negative = substrate turnover; Thioredoxin reductase 1, cytoplasmic (Rattus norvegicus), O89049; purified TrxR1 substrate turnover, NADPH consumption readout; 0.01% of 390,000 active; note: potency is the fitted concentration of half-maximal effect; % is set by controls: 0 for no effect and ±100 for the full control effect; nearly all actives have a fitted effect of over 50% in size
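Rat TrxR1, dispensed at 90 nM, was prereduced with 400 uM NADPH (final) for 5 min at ~22 deg C, then incubated with compound 15 min before 400 uM selenite. A first-read NADPH fluorescence drop versus no-compound background flagged substrates.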
IDH1 R132H inh: qHTS for Inhibitors of mutant isocitrate dehydrogenase 1 (IDH1): qHTS; Isocitrate dehydrogenase [NADP] cytoplasmic (Homo sapiens), O75874; IDH1-R132H enzyme, NADPH consumption, diaphorase/resazurin fluorescence; Potency, µM (top dose mostly 76.6 µM), inactives show top-dose activity change, negative = inhibition, actives largely listed as inhibitors; 0.093% of 390,000 active; AID 602179, 2012; note: potency is the fitted concentration of half-maximal effect; % is set by controls: 0 for no effect and ±100 for the full control effect; nearly all actives have a fitted effect of over 65% in size
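IDH1-R132H (0.5 ug/mL) preincubated 30 min with compound, then NADPH (0.016 mM) and alpha-KG (2 mM) added; 80 min at RT, pH 7.5. Remaining NADPH coupled via diaphorase/resazurin to fluorescence (540/590 nm); concentration-response curves normalized to no-enzyme control.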
GRP78 ERSR act: qHTS for Inducers of the Endoplasmic Reticulum Stress Response (ERSR) in Human Glioma: qHTS; U87-MG GRP78 promoter luciferase reporter, 16 h; Potency, µM, for the others: top-dose activation, actives largely listed as activators; 0.02% of 420,000 active; AID 602332, 2012; note: potency is the fitted concentration of half-maximal effect; series mostly up to about 76 µM; % of control where 0% means no effect; nearly all actives have a fitted effect of over 35% in size
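Stably transfected U87-MG glioma cells carrying a GRP78-based luciferase sensor; 16 h compound incubation. Luminescence end-point read 10 min after Bright-Glo addition at room temperature.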
USP1 inh: Inhibitors of USP1/UAF1: Primary Screen; Potency, µM (highest dose often 57.1 µM), without a hit: at the highest dose activity change, negative = inhibition, hits mostly inhibitors; Ubiquitin carboxyl-terminal hydrolase 1 (Homo sapiens), O94782; recombinant USP1/UAF1, Ub-Rhodamine cleavage fluorescence; 0.23% of 390,000 active; note: potency is the fitted concentration of half-maximal effect; % is set by controls: 0 for no effect and ±100 for the full control effect; nearly all actives have a fitted effect of over 60% in size; inactives centre near -12
Target sequence (O94782 whole entry, looked up): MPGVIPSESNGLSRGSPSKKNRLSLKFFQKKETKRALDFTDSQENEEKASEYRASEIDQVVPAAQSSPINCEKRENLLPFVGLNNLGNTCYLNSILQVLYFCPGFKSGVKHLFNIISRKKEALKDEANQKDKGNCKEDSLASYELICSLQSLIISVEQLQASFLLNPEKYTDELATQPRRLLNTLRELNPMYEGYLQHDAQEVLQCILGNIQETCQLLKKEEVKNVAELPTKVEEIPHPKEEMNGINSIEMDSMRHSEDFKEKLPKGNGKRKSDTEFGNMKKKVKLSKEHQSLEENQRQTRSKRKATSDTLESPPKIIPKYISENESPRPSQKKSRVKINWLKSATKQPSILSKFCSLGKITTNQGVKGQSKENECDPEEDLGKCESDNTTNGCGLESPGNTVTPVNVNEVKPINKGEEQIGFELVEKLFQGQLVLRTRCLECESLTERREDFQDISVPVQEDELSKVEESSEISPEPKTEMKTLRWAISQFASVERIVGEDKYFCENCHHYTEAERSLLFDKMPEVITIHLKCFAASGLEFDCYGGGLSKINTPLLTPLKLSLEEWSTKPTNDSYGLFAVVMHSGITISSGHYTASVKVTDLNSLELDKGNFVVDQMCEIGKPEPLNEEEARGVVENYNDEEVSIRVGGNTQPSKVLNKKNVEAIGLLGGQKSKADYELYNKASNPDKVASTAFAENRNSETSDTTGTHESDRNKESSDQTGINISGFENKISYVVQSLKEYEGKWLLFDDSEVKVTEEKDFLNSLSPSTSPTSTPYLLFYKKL
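Step one: compound is pinned into 1nM USP1/UAF1 in HEPES pH 7.8 buffer with TCEP. Step two: 15 min room-temperature incubation. Step three: Ub-Rho (150nM final) starts cleavage, tracked by fluorescence over six one-minute reads.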
RGS4 inh: Inhibitors of Regulator of G Protein Signaling (RGS) 4: qHTS; Regulator of G-protein signaling 4 (Homo sapiens), P49798; Transcreener GDP fluorescence polarization, RGS4-accelerated GTP hydrolysis; Potency, µM (doses to about 114 µM), without a hit: top-dose activity change, negative = inhibition, hits mostly inhibitors; 0.039% of 390,000 active; AID 504845, 2011; note: potency is the fitted concentration of half-maximal effect; % is set by controls: 0 for no effect and ±100 for the full control effect; nearly all actives have a fitted effect of over 75% in size; some results filed as inactive show a strong effect at the top dose
Target sequence (P49798 whole entry, looked up): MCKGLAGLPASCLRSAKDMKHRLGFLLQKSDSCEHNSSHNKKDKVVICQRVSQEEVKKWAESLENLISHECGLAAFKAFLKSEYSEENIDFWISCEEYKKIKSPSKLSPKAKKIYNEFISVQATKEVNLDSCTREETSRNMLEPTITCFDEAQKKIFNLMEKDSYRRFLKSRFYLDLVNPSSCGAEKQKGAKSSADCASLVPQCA
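MLSMR compounds (23 nl, pin-transferred) preincubated 10 min at room temperature with a 500nM (2x) first reagent, then RGS4 at 900nM (2x) plus Transcreener GDP mix added; fluorescence polarization (620/688 nm) read before and after 90 min at 30 °C.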
* = called active by the depositor; u = inconclusive; x = not tested or not shown; & = joins results of further samples; [ ] = another dose, or the depositor's remark. Unless noted, calls come from the whole dose curve; as a rule, active = well fitted curve in the direction sought with a large enough effect; inconclusive = small, poorly fitted or top-dose-only effect, or another doubt; inactive = no such curve, though single readings can be large; an effect the other way counts as inactive or inconclusive.

SMILES	Vif-A3G inh	rTrxR1 inhibitor	Vif-A3F inh	LDHA inh	TrxR1 substrate	IDH1 R132H inh	GRP78 ERSR act	USP1 inh	RGS4 inh
CSc1ccc(C(=O)C2CCCN(C(=O)CCc3cnn(C)c3)C2)cc1 (stereo not given)	-0.1%	-16.3%	0.6%	-2.5	-7.3%	6.0%	2.4%	-12.9%	-10.4%
CC(C)(C)C(=O)Nc1nnc(SCC(=O)Nc2ccc3c(c2)OCO3)s1	0.9%	-12.0%	3.6%	0.2	-12.8%	4.0%	-2.6%	-10.9%	7.8%
CCOC(=O)N1CCN(C(=O)CN(C2CCCCC2)S(C)(=O)=O)CC1	1.4%	-4.4%	-7.8%	-12.0	2.2%	6.6%	0.8%	-2.0%	-25.8%
Fc1ccc(/C=N/Nc2nc3ccccc3[nH]2)cc1F	-0.8%	-11.0%	3.2%	-1.9	-2.1%	2.1%	-2.7%	-11.7%	-8.5%
Cc1ccc(-n2nc3c(=O)n(CCCC(=O)N4CCC(C(N)=O)CC4)nc(C)c3c2C)cc1	-2.3%	6.2%	-23.6%	-2.5	0.9%	7.6%	-3.9%	-7.1%	-9.4%
O=C(Nc1ccc(Cl)c(C(F)(F)F)c1)[C@@H]1CC=C[C@@H]2CCN(C3CC3)C(=O)[C@@H]21	-1.8%&0.2%	3.5%&-2.3%	1.2%	3.6	-0.1%&-2.6%	31.0%	-2.5%&4.1%	-8.8%	3.5%
CSc1ccc(CCNS(=O)(=O)c2csc(C(N)=O)c2)cc1	4.0%	10.0%	-2.5%	-0.8	-6.3%	-6.6%	2.9%	-7.2%	-4.0%[11.4 µM]
COc1ccc(-c2c(C)nn3c(N4CCCCCC4)cc(C)nc23)cc1OC	3.7%	-7.7%	4.0%	0.7	-9.0%	0.0%	-2.8%	u	-3.5%
O=C(NCC1CCCCC1)c1ccco1	1.3%	14.0%	-11.2%	-3.2	6.4%	-0.6%	-1.7%	1.4%	3.3%
O=C(c1ccccc1)N(Cc1cccc(Br)c1)C1CCS(=O)(=O)C1 (stereo not given)	3.0%	20.2%	-0.5%	-3.2	7.9%	2.7%	-2.3%	-13.5%	6.4%
CCCNC(=O)c1cccc(COCC(F)(F)C(F)F)c1	-2.9%	19.7%	-9.2%	-1.6	6.4%	-6.6%	-1.9%	2.1%	35.8%
CC(C)NC(=O)N(C)C[C@H]1Oc2ccc(NC(=O)Cn3cnnn3)cc2C(=O)N([C@H](C)CO)C[C@@H]1C	4.7%	-0.3%	-4.0%	6.0	3.7%	13.4%	-1.8%	-27.1%	-14.2%
Cc1cccc(CC(=O)N2CCCC2)c1	-2.0%	10.8%	-0.6%	-13.6	5.1%	-0.3%	-1.2%	-5.4%	-4.8%
COC(=O)C1C2CC(=O)C(C2)C1C(=O)OC (stereo not given)	0.2%	2.4%[11.4 µM]	7.6%	-11.1	7.7%[57.1 µM]	-0.8%	-6.0%	-1.0%	15.7%
CC(=O)N[C@@H]1[C@@H](O)[C@@H]2OC(c3ccccc3)OC[C@H]2O[C@@H]1N=[N+]=[N-] (stereo not given in full)	-2.7%	14.3%	8.5%	1.5	-1.3%	-12.8%	-2.8%	4.8%	8.6%
O=C(CSCc1ccc(Br)cc1)N1CCCC1	2.8%	9.5%	-0.6%	-1.5	2.3%	4.4%	3.0%	-16.4%	-21.1%
CCN(Cc1cc(=O)n2cc(Cl)c(C)c(Cl)c2n1)Cc1nc2ccccc2c(=O)[nH]1	-4.8%	14.7%[57.1 µM]	6.6%	0.7	1.1%[57.1 µM]	6.6%	2.5%	-12.8%	u
Cc1ccc(NC(=O)Cn2cnc3onc(-c4ccc(F)cc4)c3c2=O)c(Cl)c1	1.0%	9.5%	-0.6%	-1.9	-1.9%	5.6%	-4.6%	-25.5%	-6.1%
Cc1csc(C(C)NC(=O)c2ccc(OC3CCN(CCc4ccccc4)CC3)cc2)n1 (stereo not given)	1.5%	-0.8%[57.1 µM]	-11.4%	0.0	7.0%[57.1 µM]	-11.4%	0.1%	1.7%	-2.8%[56.9 µM]
COc1ccc(-c2cn3c(n2)sc2cc(C(=O)NCc4cccc(F)c4)ccc23)cc1	-5.6%	10.2%	-23.4%	-1.6	-9.1%[11.4 µM]	5.0%	-1.1%	-9.5%	-16.3%
COc1cc(Cl)c(C)cc1NC(=O)CCCn1c(=O)oc2ccccc21	-3.6%	2.0%	-0.3%	-1.3	-6.6%	0.2%	-5.2%	-1.7%	-46.2%
C=CCNc1nc(C(=O)OCC)nc2ccccc12	2.5%	6.3%	-6.3%	-1.9	-6.9%	1.7%	-3.6%	-8.9%	12.4%
CCCCN(C)CC(O)Cn1cc(/C=C/C(=O)c2cccs2)c2ccccc21 (stereo not given)	u	-13.6%	28.2µM*	1.8	0.0%	1.1%	-2.1%	u	-7.0%
CCN=C1S/C(=C\c2cc(Cl)c(OC)c(OC)c2)C(=O)N1CC	-0.7%	26.3%	8.3%	-4.7	7.7%	0.2%	-3.5%	-4.9%	44.3%
COc1ccc(CNC(=O)COC(=O)/C=C/c2cccs2)cc1	1.2%	-3.9%	5.8%	-7.7	-8.1%	11.4%	-4.1%	-4.4%	33.4%

(listing goes on)
SMILES	Vif-A3G inh	rTrxR1 inhibitor	Vif-A3F inh	LDHA inh	TrxR1 substrate	IDH1 R132H inh	GRP78 ERSR act	USP1 inh	RGS4 inh
CCOc1cc(C(=O)NCC(C)(C)CNC(=O)c2cc(OCC)c(OCC)c(OCC)c2)cc(OCC)c1OCC	0.0%	16.3%	3.2%	2.0	-3.8%	0.1%	-1.4%	-26.9%	3.3%
Nc1ncnc2c1ncn2[C@@H]1O[C@H](CNCc2cccn2-c2nccs2)[C@@H](O)[C@H]1O	0.1%	19.7%	3.0%	-0.4	3.0%	-7.1%	9.5%	-18.4%	11.8%
O=C(c1ccc(F)cc1)N1CCN(C2CC3CCC2C3)CC1 (stereo not given)	-0.4%	-9.9%	6.7%	-7.3	-3.2%	0.6%	-0.6%	-13.5%	19.9%
O=C(COC(=O)/C=C/c1ccc(Cl)cc1Cl)Nc1cccc(S(=O)(=O)NC2=NCCC2)c1	1.0%	x	1.7%	-4.0	x	-5.1%	-5.9%	-25.0%	x
O=C(CCn1c(=O)c2cccn2c2cccnc21)NCc1ccc(Cl)cc1	-8.6%	1.4%	-2.4%	-5.4	22.6%	-9.3%	-3.4%	-11.8%	-31.9%
COc1ccc(-c2ccc(=O)n(CC(=O)NC3CCc4ccccc43)n2)cc1OC (stereo not given)	1.4%	19.7%	-2.4%	1.1	0.2%	-4.6%	1.2%	-21.1%	8.2%
Cc1ccc(NC(=O)CCCn2nc(C)c3c(C)n(-c4ccccc4)nc3c2=O)cc1C	-0.4%	37.7%[activator][57.1 µM]	0.4%	0.4	3.8%[57.1 µM]	21.1%	-2.2%	-14.1%	-20.1%[56.9 µM]
Cc1ccc(/C=C/C(=O)Nc2nnc(C)s2)o1	-7.0%	28.2µM*	11.4%	1.4	-5.3%	3.8%	0.2%	-1.3%	-51.3%
COc1cccc(NS(=O)(=O)c2csc(C(N)=O)c2)c1	1.3%	18.5%	7.0%	-4.0	7.3%	5.0%	-4.5%	-13.6%	6.2%
CCOC(=O)C1CCCN(C(=O)Cc2ccc(Cl)cc2)C1 (stereo not given)	-5.0%	7.0%[57.1 µM]	2.5%	-2.3	-6.7%	7.0%	0.3%	-9.4%	-10.4%
COc1ccc(NC(=O)COc2ccc(/C=N/n3c(C)nnc3C)cc2OC)cc1	-0.5%	-4.5%	-0.1%	-4.1	-6.0%	7.8%	7.0%	-20.9%	12.7%
CCCc1cc(NCCCn2ccnc2)n2nc(C)c(-c3ccccc3)c2n1	-8.9%	13.9%[57.1 µM]	-10.9%	-7.8	4.5%[57.1 µM]	4.0%	1.0%	-21.9%	-2.6%
CCOc1cc(CNCCSc2nnnn2-c2ccccc2)ccc1OC	1.5%	9.9%	-2.4%	-1.7	4.4%	14.5%	0.3%	-14.8%	-17.7%
CCn1cc(C(=O)OCC(=O)Nc2ccccc2OC(F)F)c(=O)c2ccc(C)nc21	-0.3%	13.5%	6.4%	0.2	3.0%	12.1%	-2.8%	u	11.7%

These rows are one share of the data, so the mix of outcomes need not match the whole.
